14-3-3g Raf: 14-3-3 gamma protein interaction modulation. P61981. FP, 14-3-3gamma / TMR-pS259-Raf peptide binding. inhibition, % at 40 µM. actives 0.19% (n = 160,000); in the data active = inhibition above about 30%;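 also: 0% = protein plus tracer without compound and 100% = blank with tracer alone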
Target sequence (P61981 whole entry, looked up): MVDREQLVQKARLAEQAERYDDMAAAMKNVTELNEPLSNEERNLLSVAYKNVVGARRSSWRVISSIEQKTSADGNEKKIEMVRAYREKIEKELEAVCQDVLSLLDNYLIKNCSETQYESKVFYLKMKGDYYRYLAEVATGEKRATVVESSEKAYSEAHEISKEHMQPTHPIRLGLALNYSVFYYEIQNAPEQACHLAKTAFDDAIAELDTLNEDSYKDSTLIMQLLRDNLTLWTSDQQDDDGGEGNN
* = called active by the depositor; & = joins results of further samples. Some of the compounds tested (hit frequency here may not be typical).

cpd	smiles	14-3-3g Raf
1	[O-][n+]1onc2ccc(Cl)cc21	1.9
2	O=C(c1cccc(F)c1)N1CCN(Cc2ccc(F)cc2)CC1	-6.6
3	CCOc1ccc(-n2c(C)nc3cc(C(=O)NCc4ccccc4OC)ccc32)cc1	-14.6
4	Cc1ccc(N2C(=O)C(Cl)=C(Nc3ccc(F)cc3)C2=O)c(C)c1	-8.7
5	O=C(NCCN1CCNCC1)c1ccccn1	-3.6
6	Cc1ccc(C)c(N2C(=O)CC(Cc3ccc(Br)cc3)C2=O)c1 (stereo not drawn)	-7.2
7	Cc1cccc2oc(-c3cccc(N=Cc4cc5c(cc4Br)OCO5)c3)nc12	-34.6
8	S=c1[nH]nc(CSc2nc3ccccc3s2)o1	1.4
9	Fc1ccc(Oc2nc(Nc3cccc(Cl)c3)nc(N3CCOCC3)n2)cc1	11.1
10	COc1ccc(CSc2nc(N3CCOCC3)c3c(c2C#N)CC(C)(C)OC3)cc1	-7.8
11	O=C(C(Cc1ccccc1)n1cccc1)N1CCN(c2ncccn2)CC1 (stereo not drawn)	-3.7
12	NC/C=C/C(=O)O	-1.4
13	Cc1ccc2oc(=O)c3cnn(CC(=O)N4CCCc5ccccc54)c3c2c1	0.7
14	Cc1ccc(C(C(=O)Nc2ccc(C(C)C)cc2)N(C)C(=O)CC2NC(=O)NC2=O)cc1 (stereo not drawn)	-37.1
15	C=CCOC(=O)COc1cc2oc(=O)c3c(c2cc1Cl)CCC3	-8.3
16	O=C(NCc1ccc2c(c1)OCO2)N1CCOCC1	-0.1
17	COc1ccc(-c2noc(CCC(=O)N3CCCC3)n2)cc1	-4.8
18	O=C(c1ccc(Cn2c(=O)[nH]c3ccsc3c2=O)cc1)N1CCN(c2ccc(F)cc2)CC1	-8.8
19	COC(=O)c1sc2nc(-c3ccncc3)cc(C(F)(F)F)c2c1N	-38.1
20	CCc1ccc(CNC(=O)CN2C(=O)COc3ccc(C(C)(C)C)cc32)cc1	-13.0
21	O=C(NCc1ccco1)C(c1cccs1)N(C(=O)Cc1cccs1)c1ccccc1 (stereo not drawn)	-8.1
22	Cc1ccnc(NS(=O)(=O)c2ccc(NC(=O)c3c(-c4ccccc4Cl)noc3C)cc2)n1	-5.4
23	CC(=O)Nc1nc2ccccc2n1CCOc1ccccc1	-1.7
24	CN1C(=O)c2ccccc2C(C(=O)N2CCN(C(=O)c3ccco3)CC2)C1c1cn(C)c2ccccc12 (stereo not drawn)	-8.7
25	CCN(CC)CCCNC(=O)C1c2ccccc2C(=O)N1Cc1ccc(C)cc1 (stereo not drawn)	-11.3
26	Cc1cccc(-c2cc3nc4c(c(N5CCC6(CC5)OCCO6)n3n2)CCCC4)c1	-8.5
27	CN(C)c1ccc(NC(=O)CCCOc2ccc(C(C)(C)C)cc2)cc1	-39.1
28	Fc1ccc(-c2cc(C(F)(F)F)nc(N3CCCCC3)n2)cc1	0.6
29	Cc1cccc(N2C(=O)CSC2c2cccnc2)c1 (stereo not drawn)	-1.0
30	O=C(NCc1ccccn1)c1ccc(Cn2c(=S)[nH]c3ccc(Br)cc3c2=O)cc1	-14.4
31	COc1ccc(NCC(O)Cn2c3ccc(Cl)cc3c3cc(Cl)ccc32)cc1 (stereo not drawn)	0.5
32	CC(=O)Nc1ccc(C(=O)OCC(=O)NC(=O)NC2CCCCC2)cc1	1.1
33	COC(=O)C1CCN(c2nc3ccccc3nc2C(C#N)C(=O)NCCc2ccccc2)CC1 (stereo not drawn)	-14.5
34	Cc1ccc(N2CC(C(=O)NC(C)c3ccccc3)CC2=O)cc1 (stereo not drawn)	-2.0
35	CC1CCCc2sc3nc(SCc4ccccc4)nc(N)c3c21 (stereo not drawn)	1.1
36	CCCn1c(SCC(=O)Nc2ccccc2-c2ccccc2)nnc1-c1ccoc1C	-0.9
37	COc1ccc(OCc2nc(-c3cccnc3)no2)cc1	0.2
38	Cc1ccc(C(=O)Nc2ccc(Br)cc2)cc1S(N)(=O)=O	-0.1
39	O=C(O)CCN1C(=O)C(=O)/C(=C(/O)c2ccccc2)C1c1cccc([N+](=O)[O-])c1 (stereo not drawn)	-1.7
40	Cc1c(C(=O)N(C)c2ccc(C(C)C)cc2)sc2ncn(CC(=O)N3CCCCC3C)c(=O)c12 (stereo not drawn)	-3.3
41	O=C(O)c1cccc(NC(=O)c2ccc3c(c2)C(=O)N(c2cccc([N+](=O)[O-])c2)C3=O)c1	0.1
42	CCN(CC)c1ccc(NS(=O)(=O)c2cc(Br)cc3c2N(C(=O)C2CC2)CC3)c(C)c1	-192.3
43	Cc1cccn2c(=O)c3cc(C(=O)N4CCc5ccccc54)n(C)c3nc12	-1.2
44	COC(=O)C1=CN(Cc2ccc(Cl)cc2)C=C(C(=O)OC)C1c1ccccc1Cl	-0.7
45	CCOC(=O)CSc1nc(C)c(C(=O)OCC)s1	-1.9
46	CCC1C(C#N)=C(N)OC2=C1C(=O)CC(C)(C)C2 (stereo not drawn)	0.9
47	O=C(CSc1nc2cc(C(=O)NCc3ccco3)ccc2c(=O)n1-c1ccc(F)cc1)c1ccc(Cl)cc1	-14.3
48	COc1ccccc1Nc1nc(N)nc(CN2CCN(c3ccccc3)CC2)n1	-4.4
49	CCOC(=O)C1CCN(C(=O)CCCN2C(=O)c3ccccc3C2=O)CC1	-15.5
50	CCc1cccc(NC(=O)c2oc(=O)c3ccccc3c2-c2ccccc2)c1	-3.1
51	COc1ccc(OC)c(CN2CCN(S(=O)(=O)c3ccc4ccccc4c3)CC2)c1	4.9
52	Cc1ccccc1Cn1cc(SCC(=O)N2CCCC2)c2ccccc21	-1.7
53	COc1ccc(N2C(=O)c3cccc4cccc(c34)C2=O)cc1Cl	-18.5
54	Cc1ccccc1Oc1nc2c(c(=O)n(C)c(=O)n2C)n1C	-5.1
55	CC1=C(C)CS(=O)N(S(=O)(=O)c2ccc(Cl)cc2)C1 (stereo not drawn)	-4.0
56	O=C(NCCN1CCOCC1)C1CCN(Cc2ccccc2O)CC1	0.2
57	c1coc(-c2nnc3n2C2(CCCC2)Cc2ccccc2-3)c1	-4.8
58	COc1ccccc1CNC(=O)c1ccoc1C	-4.7
59	CCCCCSc1nnc2c(n1)OC(c1cccnc1)N(C(C)=O)c1ccccc1-2 (stereo not drawn)	9.4
60	CCc1ccc(NC(=O)c2ccc(F)c(S(=O)(=O)NCc3ccc(F)cc3)c2)cc1	-3.5

Next entries follow.
cpd	smiles	14-3-3g Raf
61	CCOC(=O)c1cnc2c(ccc3ccccc32)c1Nc1ccccc1OC	-3.1
62	NS(=O)(=O)c1ccc(NC(=O)C2CC=CCC2C(=O)O)cc1 (stereo not drawn)	-4.5
63	C1CCC2=NCCCN2CC1	5.8
64	CCCCN(C)S(=O)(=O)c1ccc(C(=O)Nc2nc3c(s2)Cc2ccccc2-3)cc1	1.8
65	COc1cccc(Cn2c(-c3nonc3N)nc3ccccc32)c1	3.1
66	O=C(Nc1cccc(Cl)c1)C1CCN(S(=O)(=O)c2cccc3nonc23)CC1	-34.4
67	CCOc1ccc2c(=O)c(-c3ccccc3Cl)coc2c1	-6.3
68	Cc1ccc2nsnc2c1NC(=O)c1cccc(OCc2ccccc2)c1	-5.0
69	CN(Cc1ccccc1)C(=O)C(Cc1ccccc1)NS(=O)(=O)c1cccs1 (stereo not drawn)	-3.0
70	O=C(Nc1ccccc1[N+](=O)[O-])c1ccncc1	3.6
71	CCOC(=O)Nc1ccc2c(c1)N(C(=O)CCN1CCN3CCCC3C1)c1ccccc1CC2 (stereo not drawn)	-2.2
72	CCS(=O)(=O)N1CCCC(C(=O)NC2CCC(C)CC2)C1 (stereo not drawn)	6.0&0.1
73	COc1ccc(NC(=O)Cn2c(C)nc3ccccc3c2=O)cc1Cl	-0.1
74	CCN1C(=O)c2cccc3c(S(=O)(=O)NC4CC(C)(C)NC(C)(C)C4)ccc1c23	-11.1
75	COc1cc(Cc2nccc3cc(OC)c(OC)cc23)c(NC(=O)c2c([N+](=O)[O-])cnn2C)cc1OC	-8.7
76	Cc1noc(C)c1C(=O)Nc1c(F)cc(F)cc1Br	-5.0
77	Cc1ccc(C)c(Cn2c(=O)n(CCC(=O)NCc3ccco3)c(=O)c3sccc32)c1	-0.8
78	COc1ccc(Cn2c(=O)sc3ccccc32)cc1OC	-0.5
79	CCOc1cccc(C2CC(c3cccc(OC)c3)=NC(c3ccc(OC)c(Br)c3)N2)c1O (stereo not drawn)	2.1
80	COc1ccc(C2CC(c3ccc(I)cc3)Nc3ncnn32)c(OC)c1OC (stereo not drawn)	-3.6
81	O=C(CCCn1c(=S)[nH]c2cc3c(cc2c1=O)OCO3)NCc1ccco1	-4.5
82	Cc1cccc(-c2nsc(SCC(=O)N3CCCC3)n2)c1	1.2
83	Nc1ncn([C@@H]2O[C@H](CO)[C@@H](O)[C@H]2O)c(=O)n1	-6.8
84	COc1ccc(C2CC(c3ccc(Br)cc3)Nc3ncnn32)c(OC)c1OC (stereo not drawn)	-1.1
85	COc1cc2c(cc1OC)C(C(=O)NC(C)C)C(c1cccnc1)N(C)C2=O (stereo not drawn)	-3.9
86	O=C(NCC1CCCO1)c1cc2n(n1)C(C(F)(F)F)CC(c1ccc(Br)cc1)N2 (stereo not drawn)	1.2&29.8
87	COC(=O)C1=CN(CC2CCCO2)C=C(C(=O)OC)C1c1ccc(C)s1 (stereo not drawn)	1.0
88	C=CCn1c(NCc2cc(C)ccc2O)nc2ccccc21	-1.1
89	CSc1ccc(C2Nc3ccccc3-c3cc(C)nn32)cc1 (stereo not drawn)	7.6
90	CCC1CCCCN1S(=O)(=O)c1ccc(C(=O)Nc2nnc(-c3ccccc3OC)o2)cc1 (stereo not drawn)	-3.8
91	O=C(CSCC(=O)NC1CCCC1)Nc1ccccc1	0.7
92	CCOC(=O)C1=C(C)NC(=O)NC1c1cc(Br)c(OC)c(OC)c1 (stereo not drawn)	-1.7
93	CC(=O)N1c2ccccc2C(=O)C1Cc1ccccc1 (stereo not drawn)	3.6
94	Cc1nc2ncnn2c(C)c1CCC(=O)Oc1ccccc1	-4.2
95	CCN(CC)C(=O)Cn1cnc2sc(C)c(S(=O)(=O)N3CCN(c4ccccc4OC)CC3)c2c1=O	-11.7
96	CCC(C)NC(=O)C1c2ccccc2C(=O)N1Cc1cc(OC)ccc1OC (stereo not drawn)	-3.2&0.3
97	Cc1ccc2oc(-c3ccc(N)cc3O)nc2c1	-58.8
98	CCCCn1c(SCc2ccc(C)cc2)nc2c1c(=O)[nH]c(=O)n2C	4.1
99	O=C(c1ccc(-c2ccccc2)cc1)N1CCN(Cc2ccccn2)CC1	-9.4
100	CCOC(=O)Cc1c(C)nc2cc(-c3ccc(Cl)cc3)[nH]n2c1=O	-8.9&-18.2
101	COc1ccc2oc(=O)c(C(=O)N3CCc4ccccc43)cc2c1	-3.7
102	O=C(NCCc1ccccc1)C1CCN(S(=O)(=O)c2cccc3nsnc23)CC1	-7.0
103	Cc1ccccc1OCC(O)Cn1c(NCCN(C)C)nc2c1c(=O)n(C)c(=O)n2C (stereo not drawn)	2.2
104	Cc1ccc(-c2nnc(Nc3ccc(S(N)(=O)=O)cc3)c3ccccc23)cc1S(=O)(=O)N(C)C	-10.9
105	Cc1ccc2nc(Nc3nc4ccccc4[nH]3)nc(-c3ccccc3)c2c1	-5.8
106	COc1ccc(OC)c(NC(=O)Cc2c(C(=O)O)[nH]c3ccc(Cl)cc23)c1	4.2
107	CCCCN(Cc1ccccc1)S(=O)(=O)c1ccc2c(c1)c(=O)n(C)c(=O)n2C	-7.7
108	CCC(Oc1ccccc1)C(=O)N1CC(C)CC(C)C1 (stereo not drawn)	2.6
109	CCCc1ccc(OCC(=O)Nc2cccc(F)c2)cc1	-25.4
110	CCC(=O)Nc1ccc(S(=O)(=O)Nc2ccc(Cl)nn2)cc1	-1.6
111	O=C(Nc1ccccc1)c1ccccc1[N+](=O)[O-]	-7.5
112	Cc1cccc(N(CC(=O)N2CCCC2)S(=O)(=O)c2ccccc2)c1	-1.5
113	Cc1ccccc1NC(=O)Nc1ccccc1C	-5.2
114	O=C(CCCn1c2ccccc2c(=O)c2ccccc21)NCc1ccc(Cl)cc1	-8.7
115	CCOC(=O)c1c(NC(=O)c2ccc(S(=O)(=O)N3CCOCC3)cc2)sc(C(C)=O)c1C	-9.4
116	COc1ccccc1C(=O)N1CCN=C1SC	2.4
117	CC(C)C1Cc2c(sc3c2c(=O)n(-c2ccccc2)c2nncn32)CO1 (stereo not drawn)	-5.8&0.4
118	CCOC(=O)c1c(-c2ccc(C)o2)csc1NC(=O)CN1CCN(CC)CC1	-9.7
119	COC(=O)c1c(C)noc1-c1cc(C)on1	15.4
120	COC(=O)c1c(-c2ccccc2Cl)csc1NC(=O)CCC(=O)O	-16.3

Following part.
cpd	smiles	14-3-3g Raf
121	CC(C)c1cc(C(C)C)c(S(=O)(=O)NCc2cccnc2)c(C(C)C)c1	0.4
122	CC1Cn2c(nnc2-c2cccc(Cl)c2)S1 (stereo not drawn)	6.6
123	CSc1nsc(SCC(=O)N2CCCc3ccccc32)n1	5.1
124	COc1cc(-n2c(C)nc3cc(C(=O)NCc4ccco4)ccc32)cc(OC)c1OC	2.3&-38.3
125	CCCCCCC1CC(CSc2ncn[nH]2)OC1=O (stereo not drawn)	5.9
126	CC1=C(C(=O)OCC(C)C)C(c2cccc([N+](=O)[O-])c2)C2=C(CC(c3cccs3)CC2=O)N1 (stereo not drawn)	-10.2
127	CCN(CC)S(=O)(=O)c1ccc(C(=O)Oc2ccc(N(C)C3=NS(=O)(=O)c4ccccc43)cc2)cc1	-1.7
128	CCOc1ccc(CN2C(=O)CCC2(C)C(=O)NCc2cccnc2)cc1 (stereo not drawn)	1.5

Structural class: the compounds so far with a COOH group
cpd	smiles	14-3-3g Raf
12	NC/C=C/C(=O)O	-1.4
39	O=C(O)CCN1C(=O)C(=O)/C(=C(/O)c2ccccc2)C1c1cccc([N+](=O)[O-])c1 (stereo not drawn)	-1.7
41	O=C(O)c1cccc(NC(=O)c2ccc3c(c2)C(=O)N(c2cccc([N+](=O)[O-])c2)C3=O)c1	0.1
62	NS(=O)(=O)c1ccc(NC(=O)C2CC=CCC2C(=O)O)cc1 (stereo not drawn)	-4.5
106	COc1ccc(OC)c(NC(=O)Cc2c(C(=O)O)[nH]c3ccc(Cl)cc23)c1	4.2
120	COC(=O)c1c(-c2ccccc2Cl)csc1NC(=O)CCC(=O)O	-16.3
